Assay outcomes (PubChem)
NCI-60 one-dose screen, 48 h, at 10 µM unless noted. Numbers give growth in % (100 = growth as untreated, 0 = no growth, -100 = all killed).
MDA-MB-231 – MDA-MB-231 breast cancer. 81,000 tested, 5% active. AID 1794789
K-562 – K-562 leukemia; 78,000 tested, 7.4% active; AID 1794777
SR – SR leukemia cells; 73,000 tested, 8.7% active; AID 1794780
MCF7 – MCF7 breast cancer. AID 1794796. 82,000 tested, 6.3% active
BT-549 – BT-549 breast cancer | AID 1794793 | 78,000 tested, 4.4% active
MOLT-4 – MOLT-4 leukemia cells. 80,000 tested, 6.9% active
MDA-MB-468 – MDA-MB-468 breast cancer; AID 2202374; 78,000 tested, 8.5% active
MDA-MB-435 – MDA-MB-435 melanoma; 82,000 tested, 7.8% active; AID 1794794
* marks the source's active call; other numbers are inactive results; nt = no result given. Rule for the calls: active = growth percent below 10; inactive = the rest. Only part of the results is shown. The share of hits here may be higher or lower than overall.

Sequence of screens – MDA-MB-231 | K-562 | SR | MCF7 | BT-549 | MOLT-4 | MDA-MB-468 | MDA-MB-435
> O=C(c1ccc(/C=C/c2n[nH]c3ccccc23)cc1)N1CCNCC1
→ 27 | 12 | 5.2* | 24 | 23 | 20 | 66 | 39
> CCC(Cc1c(I)cc(I)c(N)c1I)C(=O)O (centres undefined)
→ 104 | 98 | nt | nt | 94 | 95 | 106 | 105
> COc1ccc(/C=C/C(C)=N/OCC(=O)NC(C)C)cc1
→ 107 | 76 | 94 | 97 | 99 | 88 | 90 | 99
> CC1CCc2c(N3CCC(O)CC3)c(F)cc3c(=O)c(C(=O)O)cn1c23 (centres undefined)
→ 100 | nt | 108 | 104 | 108 | 94 | nt | 96
> Nc1ncnc(Nc2ccccc2)n1
→ 115 | 99 | nt | 101 | nt | 96 | 108 | 107
> Cc1ccc(C(=O)C(C)CN2CCCCC2)cc1 (centres undefined)
→ 103 | 86 | 95 | 120 | 109 | 99 | 106 | 96
> Cc1ccccc1[C@@H]1C[C@H](O)Cc2cc(Br)c3ccccc3c2N1
→ 73 | 65 | 63 | 70 | 107 | 63 | 102 | 89
> C[C@H](CCC(=O)O)[C@H]1CCC2C3C(CC[C@@]21C)[C@@]1(C)CC[C@@H](O)C[C@H]1C[C@H]3O (some centres undefined)
→ 91 | 95 | 96 | 106 | 106 | 98 | 117 | 99

Profiles as entered above.
`Cc1ccc(C(=O)C(C)CN2CCCCC2)cc1` (centres undefined) across the screens: MDA-MB-231: 103; K-562: 86; SR: 95; MCF7: 120; BT-549: 109; MOLT-4: 99; MDA-MB-468: 106; MDA-MB-435: 96
`COc1ccc(/C=C/C(C)=N/OCC(=O)NC(C)C)cc1` across the screens: MDA-MB-231: 107; K-562: 76; SR: 94; MCF7: 97; BT-549: 99; MOLT-4: 88; MDA-MB-468: 90; MDA-MB-435: 99

Single values from above.
`O=C(c1ccc(/C=C/c2n[nH]c3ccccc23)cc1)N1CCNCC1` | MOLT-4 = 20
`CC1CCc2c(N3CCC(O)CC3)c(F)cc3c(=O)c(C(=O)O)cn1c23` (centres undefined) | BT-549 = 108
`Nc1ncnc(Nc2ccccc2)n1` | MDA-MB-231 = 115
